Screening data as filed in PubChem BioAssay.
TrxR1 inh = rat TrxR1 inhibition. recombinant rTrxR1, NADPH fluorescence consumption, selenite substrate. O89049. hit rate 1% among 390,000. Potency, µM (series often up to 114 µM), for the others: top-dose activity change, negative = inhibition, usual class: inhibitors. AID 588453; also: % is scaled to controls: 0 for no effect and ±100 for the full control effect; nearly all actives have a fitted effect of over 65% in size
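Rat TrxR1 (90 nM in the dispensed reagent) was pre-reduced with 400 uM NADPH for 5 min at room temperature, then incubated with compound for 15 min. After 400 uM selenite was added, NADPH fluorescence (Ex 340/Em 450 nm) was followed for 8 min.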
TrxR1 substrate = substrates of rat thioredoxin reductase 1; O89049; purified TrxR1 substrate turnover, NADPH consumption readout; Potency, µM (titrated, usually from 114 µM), for the others: top-dose activity change, negative = substrate turnover; hit rate 0.01% among 390,000; AID 588456; also: % is scaled to controls: 0 for no effect and ±100 for the full control effect; nearly all actives have a fitted effect of over 50% in size
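Rat TrxR1, dispensed at 90 nM, was prereduced with 400 uM NADPH (final) for 5 min at ~22 deg C, then incubated with compound 15 min before 400 uM selenite. A first-read NADPH fluorescence drop versus no-compound background flagged substrates.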
12-LOX inh = blocks human arachidonate 12S-lipoxygenase; P18054; AID 1671190; Potency, µM (highest dose often 108 µM), inactives show at the top dose activity change, negative = inhibition, most hits filed as inhibitors; hit rate 1.1% among 580,000; purified 12hLO, xylenol orange hydroperoxide absorbance; also: % is scaled to controls: 0 for no effect and ±100 for the full control effect
Target sequence (P18054 whole entry, looked up): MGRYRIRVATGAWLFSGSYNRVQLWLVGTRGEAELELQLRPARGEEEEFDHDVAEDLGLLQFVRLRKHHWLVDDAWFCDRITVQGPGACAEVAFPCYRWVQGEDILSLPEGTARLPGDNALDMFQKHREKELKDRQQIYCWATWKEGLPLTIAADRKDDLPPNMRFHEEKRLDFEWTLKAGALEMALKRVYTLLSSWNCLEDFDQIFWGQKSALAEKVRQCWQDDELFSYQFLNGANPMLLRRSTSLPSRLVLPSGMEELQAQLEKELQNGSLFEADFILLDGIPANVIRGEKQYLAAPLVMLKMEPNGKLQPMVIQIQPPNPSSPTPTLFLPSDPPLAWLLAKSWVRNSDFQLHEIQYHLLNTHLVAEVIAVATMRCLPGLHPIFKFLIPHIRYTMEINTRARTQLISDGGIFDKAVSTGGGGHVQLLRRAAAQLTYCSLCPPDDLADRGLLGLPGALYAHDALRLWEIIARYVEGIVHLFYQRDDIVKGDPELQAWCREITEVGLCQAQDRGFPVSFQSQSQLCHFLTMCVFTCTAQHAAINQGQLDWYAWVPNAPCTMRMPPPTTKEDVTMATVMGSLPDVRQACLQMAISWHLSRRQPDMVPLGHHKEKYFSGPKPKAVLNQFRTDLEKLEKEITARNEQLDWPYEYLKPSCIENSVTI
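Hydroperoxide product was detected by ferrous iron/xylenol orange as the 573 to 405 nm absorbance ratio. Arachidonic acid at 40 uM (final) was turned over for 30 min at room temperature by 150 nM human 12hLO, pH 7.0 Hepes buffer, after 15 min compound preincubation.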
Vif-APOBEC3F blk = Vif-A3F binding inhibition; HeLa A3F-eYFP + Vif (tagged APOBEC3F with the HIV-1 protein that degrades it), YFP fluorescence increase; Potency, µM (titrated, usually from 46.1 µM), inactives show top-dose activity, negative = active; hit rate 0.2% among 390,000; also: % of control where 0% means no effect; nearly all actives have a fitted effect of over 65% in size
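Fluorescence increase (Ex 488/Em 500-530) after overnight compound treatment at 37 deg C flags inhibition of Vif-driven A3F-eYFP loss in stable HeLa A3F-eYFP/Vif cells seeded overnight beforehand.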
IDH1 R132H inh = human IDH1 R132H inhibition. hit rate 0.093% among 390,000. O75874. AID 602179. Potency, µM (titrated, usually from 76.6 µM), for inactives: top-dose activity change, negative = inhibition, actives largely listed as inhibitors. IDH1-R132H enzyme, NADPH consumption, diaphorase/resazurin fluorescence; also: % is scaled to controls: 0 for no effect and ±100 for the full control effect; nearly all actives have a fitted effect of over 65% in size
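IDH1-R132H (0.5 ug/mL dispensed) in pH 7.5 Tris buffer was preincubated 30 min with compound, then given a substrate mix of 0.016 mM NADPH and 2 mM alpha-KG for 80 min at room temperature; remaining NADPH was read by diaphorase/resazurin fluorescence.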
USP1 inh = blocks the human USP1/UAF1 deubiquitinase complex; O94782; recombinant USP1/UAF1, Ub-Rhodamine cleavage fluorescence; Potency, µM (doses to about 57.1 µM), for the others: at the highest dose activity change, negative = inhibition, actives largely listed as inhibitors; hit rate 0.23% among 390,000; AID 743255; also: % is scaled to controls: 0 for no effect and ±100 for the full control effect; nearly all actives have a fitted effect of over 60% in size; inactives centre near -12
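Step one: compound is pinned into 1nM USP1/UAF1 in HEPES pH 7.8 buffer with TCEP. Step two: 15 min room-temperature incubation. Step three: Ub-Rho (150nM final) starts cleavage, tracked by fluorescence over six one-minute reads.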
Vif-APOBEC3G blk = blocks the Vif interaction with human APOBEC3G; Q9HC16; HeLa A3G-eYFP + Vif (tagged APOBEC3G with the HIV-1 protein that degrades it), YFP fluorescence, overnight; Potency, µM (top dose mostly 46.1 µM), inactives show at the top dose activity, negative = active, most hits filed as inhibitors; hit rate 0.076% among 410,000;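 also: % is scaled to controls: 0 for no effect and ±100 for the full control effect; nearly all actives have a fitted effect of over 60% in size; hits raise eYFP signal because A3G escapes Vif-driven loss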
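HeLa cells stably expressing Vif and C-terminally eYFP-tagged A3G, seeded overnight at 37 deg C, then exposed to compound by pintool overnight at 37 deg C. Rise in yellow fluorescence (Ex 488/Em 500-530, Acumen) marks blocked Vif-driven A3G degradation.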
RXFP1 ag = agonists of human relaxin receptor RXFP1. Q9HBX9. HEK293T-RXFP1 cAMP TR-FRET, 30 min; response scale: percent of porcine relaxin response, buffer zero. Potency, µM (doses to about 57.5 µM), for inactives: at the highest dose activation, most hits filed as activators. hit rate 0.3% among 370,000; also: % is scaled to controls: 0 for no effect and ±100 for the full control effect; nearly all actives have a fitted effect of over 60% in size; many of its hits are not listed in these tables
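cAMP rise read by TR-FRET after 30 min, 37C compound exposure (up to 58 uM) in RXFP1-transfected HEK293 cells with Ro 20174 present. EC50 from Hill-equation fits, with 29 nM porcine relaxin as 100% and buffer as basal.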
RGS4 inh = blocks human RGS4-accelerated GTP hydrolysis; P49798; Transcreener GDP fluorescence polarization, RGS4-accelerated GTP hydrolysis; Potency, µM (highest dose often 114 µM), inactives show at the top dose activity change, negative = inhibition, actives largely listed as inhibitors; hit rate 0.039% among 390,000; also: % is scaled to controls: 0 for no effect and ±100 for the full control effect; nearly all actives have a fitted effect of over 75% in size; some results filed as inactive show a strong effect at the top dose
Target sequence (P49798 whole entry, looked up): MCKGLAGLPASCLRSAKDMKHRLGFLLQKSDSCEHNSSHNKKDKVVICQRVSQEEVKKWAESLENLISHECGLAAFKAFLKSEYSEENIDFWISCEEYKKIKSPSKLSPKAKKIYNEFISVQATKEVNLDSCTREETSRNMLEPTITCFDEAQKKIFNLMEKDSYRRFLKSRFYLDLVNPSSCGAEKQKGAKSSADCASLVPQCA
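MLSMR compounds (23 nl, pin-transferred) preincubated 10 min at room temperature with a 500nM (2x) first reagent, then RGS4 at 900nM (2x) plus Transcreener GDP mix added; fluorescence polarization (620/688 nm) read before and after 90 min at 30 °C.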
* hit, by the source's call; i = inactive; ? = inconclusive; nt = no result given; ! = repeats disagree; [ ] = another dose, or the depositor's remark. Calls follow the shape of the dose curve; as a rule, active = well fitted curve in the direction sought with a large enough effect; inconclusive = small, poorly fitted or top-dose-only effect, or another doubt; inactive = no such curve, though single readings can be large; an effect the other way counts as inactive or inconclusive. Potency is read from the fitted curve at half-maximal effect. Some of the compounds tested; rates above refer to the full screens.

SMILES	TrxR1 inh	TrxR1 substrate	12-LOX inh	Vif-APOBEC3F blk	IDH1 R132H inh	USP1 inh	Vif-APOBEC3G blk	RXFP1 ag	RGS4 inh
CCOc1ccc(NC(=S)N2CCC(C(=O)c3ccc(F)cc3)CC2)cc1	?	-14.3%	?	6.6%	0.9%	-8.0%	0.6%	nt	-18.8%[56.9 µM]
O=C(C1CCCO1)N1CCN(S(=O)(=O)c2cccc3nsnc23)CC1 (configuration not stated)	-20.8%	-1.9%	28.0%	3.6%	0.7%	-0.9%	4.1%	0.8%	-11.8%
OCCC1CN(CC(c2ccccc2)c2ccccc2)CCN1C1CCCC1 (configuration not stated)	-6.2%	-8.5%	3.7%	2.7%	-7.5%	-14.1%	2.0%	-0.2%	7.2%
COc1ccccc1-c1cc(C(F)(F)F)nc(S(C)(=O)=O)n1	35.5µM*	4.9%	-0.1%	-2.8%	2.5%	-10.1%	?	1.4%	?
Cc1ccc(NC(=O)c2nnn(Cc3cccc(C(F)(F)F)c3)c2N)c(C)c1	25.9%	7.5%	-17.0%	5.8%	-4.9%	-20.3%	-3.3%	10.1%	-18.8%
C/C(=N\NC(=O)Cc1ccccc1Cl)c1cccnc1	23.3%	4.9%	i	0.5%	10.2%	-20.4%	2.8%	3.0%	-5.9%
NC(=O)NC(=O)COC(=O)CCCCCNS(=O)(=O)c1ccc2c(c1)OCCO2	26.2%	9.2%	4.5%	4.5%	-2.1%	-6.5%	-1.2%	0.4%	-18.3%
CC(=O)Nc1ccc(S(=O)(=O)N2CCC(N3CCCCCC3)CC2)cc1	20.0%	11.1%	?	1.3%	3.9%	-16.9%	9.8%	-1.2%	11.0%
O=C1N(c2ccccc2)C[C@@H]2C[C@@H](c3cccc4c3OCO4)N3CCC[C@@]123	23.0%	3.0%	-4.3%	5.6%	-10.7%	-5.8%	-12.3%	3.0%	18.4%
C=CCn1c(SCC(=O)c2c(N)n(C)c(=O)n(C)c2=O)nnc1-c1ccncc1	8.0%[57.1 µM]	4.9%[57.1 µM]	-13.3%	-6.2%	0.8%	-5.1%	2.7%	19.1%	10.5%
CC1CC(c2ccccc2)=Nc2ccccc2N1 (configuration not stated)	-16.0%[57.1 µM]	4.6%[57.1 µM]	?	0.3%	1.8%	?	-9.1%	0.0%	9.5%
COc1cc(CN2CCc3c([nH]c4ccccc34)C2)cc(OC)c1	6.3%[57.1 µM]	-3.7%[57.1 µM]	?	-26.2%	3.5%	-17.3%	-1.0%	-0.7%	?
Cc1ccc(Sc2cc(NCCCO)c([N+](=O)[O-])c3nonc23)cc1	12.6µM*	5.0%	-17.3%	3.1%	11.8%	-26.4%	-0.6%	-2.8%	-17.5%[11.4 µM]
O=c1cc(CSc2ccc(Cl)cc2)[nH]c2[nH]n(-c3ccccc3)c(=O)c12	4.9%	-5.4%	39.8µM*	11.8%	-2.5%	-22.2%	-0.2%	-2.6%	-27.5%
CC1=NN(C(=O)Cc2ccccc2)C(O)(c2cccnc2)C1 (configuration not stated)	-10.8%[57.1 µM]	3.5%[57.1 µM]	4.0%	2.1%	2.1%	-4.4%	-1.8%	0.3%	4.4%
Cc1nc2c(C(=O)NCc3ccccc3Cl)c[nH]n2c(=O)c1Cl	24.4%	6.9%	?	0.6%	5.0%	-28.9%	1.6%	-0.3%	-24.7%
CC1C(=O)N(Cc2cn(CCC3OCCO3)nn2)CCS(=O)(=O)N1Cc1ccc(-c2cccc(CO)c2)cc1 (configuration not stated)	nt	nt	-44.6%	5.9%	-3.2%	?	0.8%	nt	nt
O=C1CSC(c2ccc(Cl)cc2)N1Nc1nc(N2CCOCC2)nc(N2CCOCC2)n1 (configuration not stated)	6.6%	-4.2%	-6.7%	-0.5%	0.2%	-19.8%	1.4%	2.2%	-7.4%
COc1ccc(C(=O)Oc2cc(/C=N/NC(N)=S)ccc2OC)cc1	9.3%	-1.6%	31.6µM*	0.9%	-7.8%	-14.2%	2.1%	3.6%	-51.7%
O=C(Nc1ccc(S(=O)(=O)Nc2ccccc2)cc1)c1ccc(CN2CCOCC2)cc1	12.5%	-0.9%	-23.6%	1.8%	-2.4%	-23.1%	-3.8%	2.1%	-4.1%
O=C(CSc1ccccc1C(=O)O)NCc1ccco1	7.7%	0.0%	0.0%	-13.1%	-0.7%	-4.3%	0.2%	-0.1%	24.7%
CC1Cc2ccccc2N1Cc1nc2scc(-c3cccs3)c2c(=O)[nH]1 (configuration not stated)	-19.8%	-5.9%	?	0.0%	10.8%	-11.3%	1.0%	4.2%	-36.5%
CC/C(=N\NC(=O)C1CCCC1)c1cccc(Br)c1	11.8%	-3.0%	i	1.7%	0.4%	-25.2%	-3.2%	0.7%	12.2%
N#CC(C#N)=C(N)/C(C#N)=C/c1cc(O)c(O)c(O)c1	?	-16.4%	5.01µM*!	-1.1%	-4.1%	-25.8%	-5.3%	-0.4%	?
Cc1ccc(CN(C(=O)C(F)(F)F)C(C(=O)NC2CCCCC2)c2ccco2)cc1 (configuration not stated)	-3.7%	-16.7%	167.6%[activator][57.4 µM]	-1.9%	3.1%	-14.3%	2.1%	1.1%	-32.7%
Later entries.
SMILES	TrxR1 inh	TrxR1 substrate	12-LOX inh	Vif-APOBEC3F blk	IDH1 R132H inh	USP1 inh	Vif-APOBEC3G blk	RXFP1 ag	RGS4 inh
O=C(Cn1c(=O)[nH]c2ccccc2c1=O)Nc1cccnc1	11.0%	3.6%	0.2%	3.4%	-9.2%	-22.8%	0.3%	1.7%	-6.8%
Cc1ccc(-n2c(COCC(=O)O)nc3cccnc32)cc1	15.0%[57.1 µM]	6.3%[57.1 µM]	?	5.7%	7.8%	-17.5%	7.3%	13.7%	6.0%
C=CC[C@H](CC(=O)NCCO)C(=O)N[C@H](C)COC(=O)[C@@H](CC=C)Cc1ccc(F)cc1	14.5%[57.1 µM]	7.1%[57.1 µM]	-12.8%	-1.2%	-0.4%	-31.8%	0.9%	nt	10.3%
O=C(COc1ccc(Cl)cc1)NCCCNC(=O)c1cccnc1	-16.0%[0.0914 µM]	-1.5%[0.0914 µM]	-7.5%	-0.5%	-1.7%	-19.7%	1.7%	8.0%	-15.2%
COCCn1c(C)cc(C(=O)COC(=O)c2ccc[nH]c2=O)c1C	5.9%	1.6%	-12.5%	-9.9%	-8.0%	-8.5%	-3.3%	0.4%	3.3%
CCCCN(CC)CCNc1c(NC2CCN(C(=O)OCC)CC2)c(=O)c1=O	4.8%	4.1%	-17.6%	4.8%	-1.4%	-13.0%	-1.8%	2.0%	8.6%
CCS(=O)(=O)N1Cc2ccccc2CC1C(=O)Nc1ccc(OC)c(OC)c1 (configuration not stated)	10.1%	1.7%	-1.5%	-10.4%	16.7%	-21.2%	-0.7%	0.7%	-4.4%
COc1ccc(CC(=O)n2[nH]c(=O)c3ccccc3c2=O)cc1OC	17.3%[11.4 µM]	5.1%[11.4 µM]	138.3%[activator]	5.7%	5.0%	-1.5%	-1.0%	0.1%	-28.1%
COc1ccc(CC(=O)NC2CC(=O)N(c3cccc(F)c3)C2)cc1 (configuration not stated)	7.3%[57.1 µM]	-4.5%[57.1 µM]	?	-3.8%	0.6%	?	-2.3%	0.5%	31.7%
CCn1cc(Cl)c(C(=O)NNC(=O)CCn2ccc([N+](=O)[O-])n2)n1	20.9%	4.2%	0.0%	2.5%	0.0%	-22.6%	2.7%	2.2%	8.1%
O=c1[nH]c(CN2CCN(S(=O)(=O)c3ccc4c(c3)OCCO4)CC2)nc2sc3c(c12)CCCC3	3.9%	-0.8%	-9.5%	-1.5%	1.9%	-7.4%	-3.4%	-1.2%	-5.8%
CC1(C)Cc2c(sc3nc(SCC(=O)N4CCOCC4)nc(N)c23)CO1	-2.5%	1.8%	3.8%	-4.5%	3.1%	-2.9%	-0.4%	10.4%	-15.1%
COc1ccc(C(=O)N2CCN(c3cccc(Cl)c3)CC2)cc1	-4.9%	-4.8%	-9.7%[57.4 µM]	-2.2%	3.9%	-12.0%	-0.5%	2.9%	1.6%
COc1cccc(CNC(=O)c2ccc3c(c2)N(Cc2ccc(C(F)(F)F)cc2)C(=O)c2ccccc2S3)c1OC	10.6%	-6.6%	-21.3%	nt	nt	-24.5%	nt	-1.0%	20.4%
CCOC(=O)c1c(C)n(-c2ccccc2)c2ccc(O)cc12	5.5%[57.1 µM]	1.5%[57.1 µM]	-0.4%	0.2%	1.3%	0.8%	-4.3%	-0.8%	0.8%
Cc1ccccc1OCC1Cn2c(nc3c2c(=O)[nH]c(=O)n3C)O1 (configuration not stated)	-9.7%	-6.2%	?	6.1%	0.0%	-7.8%	1.0%	0.7%	-42.6%
CS(=O)(=O)N1CCN(c2ccc(NC(=O)COc3ccccc3[N+](=O)[O-])cc2)CC1	-13.3%	-5.8%	-0.1%	6.8%	8.4%	-8.9%	0.3%	-0.1%	-23.6%
CSc1cccc(NC(=O)CN(c2ccc(C)cc2C)S(C)(=O)=O)c1	2.5%	-8.0%	32.7%	-6.8%	7.3%	-19.2%	9.5%	-3.5%	-14.1%
